Bfl-1 Bim block: disrupts Bim binding to human Bfl-1; inhibition, % at 10 µM; Bead-based flow cytometry, Bim-Bfl-1 binding inhibition; 0.12% of 190,000 active; Q16548;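 also: 0% = wells without compound plus tracer and 100% = blocker peptide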
Bim-Bcl-W: human Bim-Bcl-W interaction inhibition. 0.02% of 190,000 active. bead-based flow cytometry, Bim peptide-Bcl-W binding. inhibition, % at 10 µM. Q92843;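 also: 0% = bound tracer without compound and 100% = peptide blocker; higher means less fluorescent Bim peptide bound to Bcl-W beads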
GSH bead fluor: compound fluoresces at 488/530 nm on GSH beads; GSH beads flow cytometry, compound fluorescence 488/530 nm; stronger effect = higher value; AID 1776; 0.25% of 190,000 active; fluorescence (KMESF) at 10 µM; in the data active = fluorescence above about 89;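 also: glutathione beads carrying GST-tagged Bcl family fusion proteins plus one bare bead set; values are compound well signal with DMSO vehicle wells as background; inactives centre near 16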
RGS7-Gao: regulators of human RGS7-Galphao interaction. Multiplexed bead flow cytometry, RGS7-Galphao binding; actives lie on both sides. binding response (% of control), % at 10 µM. 0.35% of 220,000 active. AID 1439; in the data active = binding response below about 49% or above about 150%; inconclusive = no clear call, values can overlap the other calls; inactive = in between;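 also: fluorescent Galphao held in activated GDP-AlF4 state binding bead-coupled RGS7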
Target sequence (P09471 whole entry, looked up): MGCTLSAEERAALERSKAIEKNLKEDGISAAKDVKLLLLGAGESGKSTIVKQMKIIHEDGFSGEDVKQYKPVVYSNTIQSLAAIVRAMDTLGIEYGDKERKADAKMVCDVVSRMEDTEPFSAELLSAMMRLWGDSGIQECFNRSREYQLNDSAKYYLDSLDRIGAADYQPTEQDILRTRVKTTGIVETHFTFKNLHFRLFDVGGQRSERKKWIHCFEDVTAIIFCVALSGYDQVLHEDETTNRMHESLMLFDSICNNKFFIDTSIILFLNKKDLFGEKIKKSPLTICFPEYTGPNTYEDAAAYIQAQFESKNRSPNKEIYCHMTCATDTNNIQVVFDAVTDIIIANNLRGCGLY
ABCG2 inh: blocks JC-1 efflux by human ABCG2 transporter; IgMXP3 cells, flow cytometry; inhibition, % at 6.6 µM; 0.1% of 190,000 active;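 active = inhibition above 80%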;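 also: 0% = DMSO and 100% = nicardipine control wells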
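Test system: ABCG2 IgMXP3 and barcoded ABCB1 CCRF-Adr cell mix; Schedule: cells with compound and JC-1, 10 min at 25 °C, rotating, no wash; Technique: flow cytometry of retained JC-1 fluorescence; Measure: % inhibition of efflux relative to nicardipine and DMSO; Controls: nicardipine high and DMSO low controls.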
Bcl-XL Bim block: disrupts Bim peptide binding to human Bcl-XL; Q07817; bead flow cytometry, fluorescence; inhibition, % at 10 µM; 0.04% of 190,000 active
Target sequence (Q07817 whole entry, looked up): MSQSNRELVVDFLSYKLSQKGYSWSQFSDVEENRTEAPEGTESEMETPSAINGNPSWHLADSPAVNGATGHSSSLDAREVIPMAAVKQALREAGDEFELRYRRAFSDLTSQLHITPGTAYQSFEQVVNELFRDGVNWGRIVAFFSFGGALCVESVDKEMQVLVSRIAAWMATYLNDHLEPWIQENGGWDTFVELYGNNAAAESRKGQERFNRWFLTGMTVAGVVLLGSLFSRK
ABCB1 inh: blocks JC-1 efflux by human ABCB1 transporter; AID 1326; 0.067% of 190,000 active; CCRF-Adr cells, flow cytometry; inhibition, % at 6.6 µM; in the data active = inhibition above about 40%;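 also: 0% = vehicle and 100% = reference inhibitor; higher value means more JC-1 retained so stronger ABCB1 efflux block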
RGS8-Gao reg: regulators of human RGS8-Galphao interaction. P09471. multiplexed bead flow cytometry, RGS8-Galphao binding; actives lie on both sides. response (percent of control binding), % at 10 µM. 0.34% of 220,000 active. AID 1423; in the data active = response below about 60% or above about 140%; inactive = in between;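 also: Galphao activated as the GDP aluminium fluoride complex binding bead-coupled RGS8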
Bim-Bcl-2: human Bim-Bcl-2 interaction inhibition. inhibition, % at 10 µM. Bead-based flow cytometry, Bim peptide-Bcl-2 binding. P10415. 0.06% of 190,000 active. AID 950; in the data active = inhibition above about 40%; inconclusive = no clear call, values can overlap the other calls;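 also: 0% = no compound wells with probe peptide and 100% = reference peptide inhibitor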
Target sequence (P10415 whole entry, looked up): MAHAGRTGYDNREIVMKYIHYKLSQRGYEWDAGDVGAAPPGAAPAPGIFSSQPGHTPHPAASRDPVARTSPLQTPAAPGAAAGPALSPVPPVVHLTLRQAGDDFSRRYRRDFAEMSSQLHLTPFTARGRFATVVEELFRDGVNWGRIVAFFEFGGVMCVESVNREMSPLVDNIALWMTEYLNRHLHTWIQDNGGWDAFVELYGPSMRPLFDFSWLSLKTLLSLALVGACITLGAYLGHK
RGS4-Gao reg: modulates binding of RGS4 to human Galphao; P09471; Multiplexed bead flow cytometry; actives lie on both sides; binding response (% of control), % at 10 µM; 0.33% of 220,000 active; AID 1415; in the data active = binding response below about 49% or above about 150%; inactive = in between;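 also: fluorescent Galphao activated with aluminum fluoride binding bead-coupled RGS4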
Bcl-B Bim block: disrupts Bim peptide binding to human Bcl-B; Q9HD36; bead-based flow cytometry; inhibition, % at 10 µM; 0.073% of 190,000 active; AID 951;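 also: 0% = tracer peptide without compound and 100% = reference inhibitor peptide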
Target sequence (Q9HD36 whole entry, looked up): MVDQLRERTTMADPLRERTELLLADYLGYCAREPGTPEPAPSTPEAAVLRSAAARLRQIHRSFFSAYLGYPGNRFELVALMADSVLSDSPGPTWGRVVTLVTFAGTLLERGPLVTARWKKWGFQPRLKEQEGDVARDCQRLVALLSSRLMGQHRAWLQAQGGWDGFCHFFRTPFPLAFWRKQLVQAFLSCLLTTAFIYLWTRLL
The depositor's hits bear a star; ? = inconclusive; [ ] = another dose, or the depositor's remark. Rule as the data show it, unless noted: active = inhibition above about 40%. Outcome played no part in choosing rows. Share with any hit: about 1.1%.

SMILES | Bfl-1 Bim block | Bim-Bcl-W | GSH bead fluor | RGS7-Gao | ABCG2 inh | Bcl-XL Bim block | ABCB1 inh | RGS8-Gao reg | Bim-Bcl-2 | RGS4-Gao reg | Bcl-B Bim block
Oc1c(N=NC(=S)Nc2ccccc2F)c2ccccc2n1Cc1ccccc1 | 0 | -5 | 18 | 100 | -2 | -5 | -0.9 | 99 | -2 | 100 | -5
CC(C)NCCCCOc1ccccc1-c1ccccc1 | -4 | -4 | 9 | 98 | 2 | -8 | 0.4 | 104 | -8 | 106 | -7
O=C(O)C1CCCN1S(=O)(=O)c1ccc2[nH]c(=O)c(=O)[nH]c2c1 (stereo not drawn) | -13 | -2 | 33 | 144 | 1 | 0 | 0.4 | 133 | -6 | 158*[activator] | -7
CCOC(=O)c1c(NC(=O)CSc2nnc(N)s2)sc(C)c1-c1ccc(C)cc1 | -10 | -4 | 14 | 102 | 1 | -7 | 0.2 | 103 | -11 | 101 | -10
COc1cccc(Nc2nc(-c3sc(NC(=O)c4ccccc4)nc3C)cs2)c1 | 0 | 0 | 11 | 106 | -2 | 0 | -0.7 | 102 | -3 | 103 | -6
C=COCCNC(=O)C1CC(=O)N(c2ccc(C)cc2)C1 (stereo not drawn) | -12 | 0 | 27 | 98 | -1 | 0 | 0.1 | 99 | -10 | 100 | -17
Cc1ccc(S(=O)(=O)N2CCC(C(=O)OCC(=O)N3CCc4ccccc43)CC2)cc1 | 0 | -3 | 24 | 101 | 37 | 0 | 1.7 | 98 | -3 | 99 | -1
Cc1ccc2[nH]c(=O)c(CN(Cc3cccs3)C(=S)NCc3ccco3)cc2c1 | -6 | -4 | 10 | 105 | 2 | -3 | 0.2 | 111 | -4 | 106 | -7
CN(C)/C=N/c1[nH]ncc1C#N | -2 | 3 | 10 | 105 | 0 | 1 | 0.0 | 104 | 0 | 102 | 1
O=C(COC(=O)c1ccccn1)Nc1ncc(C(F)(F)F)cc1Cl | -7 | 0 | 7 | 98 | 0 | -3 | 0.1 | 102 | -3 | 104 | -2
COc1cc(CNCc2cccs2)ccc1OCC(=O)NC(C)(C)C | -8 | -1 | 58 | 97 | 0 | -3 | 0.3 | 105 | -2 | 102 | -3
[O-][n+]1c2c(nn1-c1ccccc1Cl)-c1nonc1CC2 | -6 | 0 | 43 | 103 | 2 | -5 | -0.2 | 101 | -2 | 102 | -2
COC(=O)NC(NC(=S)Nc1cccc(C)c1)C(Cl)(Cl)Cl (stereo not drawn) | -3 | 0 | 11 | 100 | 4 | -1 | 0.2 | 102 | 0 | 99 | -3
O=C(CSc1nnc(-c2ccccn2)n1Cc1ccccc1)Nc1ccc2c(c1)OCO2 | -1 | -3 | 31 | 99 | 11 | -7 | 1.8 | 101 | -6 | 100 | -7
CCOc1ccccc1OCCOc1ccc(F)cc1 | -3 | 0 | 18 | 102 | 2 | 0 | 0.3 | 107 | -3 | 102 | 0
Brc1ccccc1Cn1c(-c2cncs2)nc2ccccc21 | -13 | 0 | 24 | 104 | 2 | -7 | 1.1 | 104 | -9 | 106 | -8
O=C(NNS(=O)(=O)c1ccccc1)C1CC(c2cccnc2)=NO1 (stereo not drawn) | -4 | -1 | 16 | ? | 3 | -1 | 0.9 | 100 | -1 | 100 | -4
Nc1n[nH]c(N)c1N=Nc1ccccc1 | -2 | 1 | 23 | 99 | 0 | 0 | -0.1 | 100 | -5 | 102 | 0
COc1ccc(OCc2cccc(C(=O)Nc3ccc(CN4CCCCC4)cc3)c2)cc1 | 0 | -4 | 17 | 94 | 37 | -4 | 16 | 99 | -2 | 96 | -8
N#Cc1nc(Cc2cccc3ccccc23)oc1N1CCOCC1 | -2 | 1 | 14 | 102 | 3 | 1 | 0.6 | 103 | -4 | 98 | -2
O=C(CSc1nc2nc(-c3cccs3)cc(C(F)(F)F)c2c(=O)[nH]1)Nc1c(F)c(F)c(F)c(F)c1F | -3 | 3 | 22 | 92 | 1 | -3 | 0.2 | 98 | 2 | 96 | -1
CCOC(=O)C1(CC2CCCCO2)CCN(Cc2ccccc2-c2ccco2)CC1 (stereo not drawn) | -9 | -3 | 10 | 95 | 1 | -2 | 0.6 | 99 | -7 | 96 | -5
CC(=O)N(CCN1CCOCC1)Cc1cc2cc3c(cc2nc1Cl)OCO3 | -4 | -3 | 13 | 100 | 1 | -4 | 0.7 | 100 | -1 | 101 | -1
O=C(Cn1nnc(-c2ccccc2)n1)NCc1ccc2c(c1)OCO2 | -14 | 3 | 13 | 89 | 0 | -6 | 0.4 | 98 | -14 | 96 | -7
O=C(O)CC(NC(=O)C12CC3CC(CC(C3)C1)C2)c1cccc([N+](=O)[O-])c1 (stereo not drawn) | -3 | -1 | 14 | 68 | 4 | -3 | 2.2 | 66 | -4 | 71 | 0
Fc1cccc(/C=N/Nc2ccccn2)c1 | -6 | 0 | 28 | ? | 7 | -2 | 0.5 | 101 | -3 | 101 | -7
COc1cccc(CNC(=O)C2CCN(c3cnccn3)CC2)c1 | 9 | -4 | 17 | 105 | 2 | -5 | 0.2 | 119 | 8 | 108 | 1
COc1ccc(C2OC(=O)Cc3cc(OC)c(OC)cc32)cc1 (stereo not drawn) | 1 | 1 | 12 | 98 | -1 | 1 | -0.1 | 100 | -5 | 101 | -3
CC(=O)N(Cc1cc(=O)[nH]c2ccccc12)c1ccc(C)cc1 | -7 | 8 | 9 | 101 | 0 | -2 | 0.1 | 103 | -3 | 100 | -5
COc1ccc(S(=O)(=O)NCCC(=O)NC2CCCCCCC2)cc1 | -4 | 1 | 22 | 103 | 0 | 2 | -0.9 | 104 | 8 | 106 | 2

Fetched by compound from the list above, 3 records:
SMILES | Bfl-1 Bim block | Bim-Bcl-W | GSH bead fluor | RGS7-Gao | ABCG2 inh | Bcl-XL Bim block | ABCB1 inh | RGS8-Gao reg | Bim-Bcl-2 | RGS4-Gao reg | Bcl-B Bim block
C=COCCNC(=O)C1CC(=O)N(c2ccc(C)cc2)C1 (stereo not drawn) | -12 | 0 | 27 | 98 | -1 | 0 | 0.1 | 99 | -10 | 100 | -17
COc1ccc(C2OC(=O)Cc3cc(OC)c(OC)cc32)cc1 (stereo not drawn) | 1 | 1 | 12 | 98 | -1 | 1 | -0.1 | 100 | -5 | 101 | -3
O=C(O)C1CCCN1S(=O)(=O)c1ccc2[nH]c(=O)c(=O)[nH]c2c1 (stereo not drawn) | -13 | -2 | 33 | 144 | 1 | 0 | 0.4 | 133 | -6 | 158*[activator] | -7

More structures.
SMILES | Bfl-1 Bim block | Bim-Bcl-W | GSH bead fluor | RGS7-Gao | ABCG2 inh | Bcl-XL Bim block | ABCB1 inh | RGS8-Gao reg | Bim-Bcl-2 | RGS4-Gao reg | Bcl-B Bim block
CCNC(=O)CN1C(=O)NC(CCc2ccccc2)C1=O (stereo not drawn) | -1 | -2 | 16 | 103 | 0 | 1 | 0.2 | 101 | -1 | 105 | -3
Cc1ccc(C(=O)N/N=C2\SCC(=O)N2c2cc(C)ccc2C)cc1 | -27 | -31 | 47 | 83 | 18 | -23 | 4.4 | 74 | -34 | 81 | -34
Cc1nn(C)cc1CNC(=O)Nc1ccc(Cl)c(Cl)c1 | -14 | -1 | 24 | 107 | 34 | -3 | 1.0 | 102 | -12 | 103 | -8
CCOCCCNC(=O)C1CCN(C(=O)Nc2ccc(C)cc2)CC1 | -7 | 2 | 12 | 99 | 3 | -3 | 0.4 | 101 | -9 | 96 | -6
CCOC(=O)C1(CC2CCCCO2)CCN(S(=O)(=O)c2ccccc2)CC1 (stereo not drawn) | -2 | 5 | 20 | 103 | 0 | 3 | -0.1 | 106 | 3 | 100 | -1
COc1ccccc1NS(=O)(=O)c1cc(C(=O)NCCC(C)C)ccc1F | -2 | 0 | 14 | ? | 8 | -2 | 1.6 | 95 | -3 | 98 | -3
Cc1nc2ccc(S(=O)(=O)N(C)CC(=O)NCc3ccc4c(c3)OCO4)cc2s1 | -5 | -3 | 15 | 107 | 3 | -4 | 0.4 | 102 | -7 | 104 | -5
COCCn1c(SCC(=O)N2CCCc3ccccc32)nnc1-c1ccco1 | -2 | -5 | 33 | 103 | 1 | -6 | 0.7 | 103 | -4 | 106 | -4
COc1cccc(C(=O)Nc2c3c(nn2-c2cccc(C)c2C)CS(=O)(=O)C3)c1OC | -20 | -3 | 22 | 98 | 29 | -8 | 3.0 | 99 | -18 | 98 | -9
CN(C)/N=C/c1cn(-c2ccccc2)nc1-c1cccnc1 | -1 | 1 | 11 | 103 | 21 | 2 | 0.1 | 102 | 1 | 103 | 0

Just Bfl-1 Bim block and Bim-Bcl-W (7 entries from above):
| SMILES | Bfl-1 Bim block | Bim-Bcl-W |
| --- | --- | --- |
| CCNC(=O)CN1C(=O)NC(CCc2ccccc2)C1=O (stereo not drawn) | -1 | -2 |
| Cc1ccc(C(=O)N/N=C2\SCC(=O)N2c2cc(C)ccc2C)cc1 | -27 | -31 |
| Cc1nn(C)cc1CNC(=O)Nc1ccc(Cl)c(Cl)c1 | -14 | -1 |
| CCOCCCNC(=O)C1CCN(C(=O)Nc2ccc(C)cc2)CC1 | -7 | 2 |
| CCOC(=O)C1(CC2CCCCO2)CCN(S(=O)(=O)c2ccccc2)CC1 (stereo not drawn) | -2 | 5 |
| COc1ccccc1NS(=O)(=O)c1cc(C(=O)NCCC(C)C)ccc1F | -2 | 0 |
| Cc1nc2ccc(S(=O)(=O)N(C)CC(=O)NCc3ccc4c(c3)OCO4)cc2s1 | -5 | -3 |

(further entries)
SMILES | Bfl-1 Bim block | Bim-Bcl-W | GSH bead fluor | RGS7-Gao | ABCG2 inh | Bcl-XL Bim block | ABCB1 inh | RGS8-Gao reg | Bim-Bcl-2 | RGS4-Gao reg | Bcl-B Bim block
O=C(CCC(=O)N(CC(=O)NC1CCCC1)C1CCCCC1)Nc1ccccn1 | -8 | -2 | 13 | 93 | 11 | -3 | 0.6 | 98 | -8 | 97 | -2
Cc1ccc(S(=O)(=O)CCC(=O)Nc2nccs2)cc1 | -15 | 0 | 18 | 103 | 4 | -2 | 0.2 | 101 | -5 | 102 | -8
COC(=O)Cc1c(C)nc2nc(Cc3ccccc3)[nH]n2c1=O | -12 | 1 | 14 | 105 | 2 | -3 | 6.8 | 110 | -10 | 106 | -5
COc1cccc(C(=O)N(Cc2ccc3c(c2)OCO3)Cc2nc3ccccc3c(=O)[nH]2)c1 | -1 | 0 | 12 | 102 | 5 | 1 | 2.7 | 103 | -3 | 98 | -3
Cc1nc(N2CCc3ccccc3C2)[nH]c(=O)c1Cc1ccccc1 | -8 | -1 | 13 | 98 | 6 | -3 | 1.5 | 103 | -4 | 100 | -5
Cc1oc(/N=C/c2ccc(Cl)cc2Cl)c(C#N)c1C | -12 | 0 | 9 | 104 | 0 | -6 | 0.0 | 104 | -12 | 100 | -12
O=C1C(C=NCc2cccnc2)=C(O)c2ccccc21 | -5 | 1 | 74 | 97 | 1 | 0 | 0.4 | 101 | -6 | 100 | -2
N#Cc1ccccc1NC1=CC(=O)CCC1 | -8 | 4 | 10 | 104 | 3 | -7 | 0.7 | 97 | -5 | 98 | -4
O=C(c1ccco1)N1CCN(c2nc(C3CC3)nc3sc4c(c23)CCCC4)CC1 | 7 | 3 | 46 | 80 | 3 | 5 | 2.8 | 96 | 7 | 74 | 0

Screening results from PubChem.
